Assay outcomes as filed in PubChem BioAssay.
KCNH2 WT inh – blocks the wildtype human KCNH2 potassium channel. Q12809. activity change, % at 1.84 µM. AID 720551. U2OS, BacMam KCNH2, thallium flux FluxOr; stronger effect = lower value. hit rate 0.37% among 340,000;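 active = maximum activity change below -70%; inconclusive = maximum activity change between -70% and -50%; inactive = maximum activity change above -50%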; also: % is scaled to controls: 0 for no effect and ±100 for the full control effect
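U2OS cells were transduced with wild-type KCNH2 virus (2.03 x 10^8 / mL) for 4 h at room temperature, then cultured overnight at 37 C. Thallium flux was read with FluxOr dye. Rate constants were normalized to DMSO controls.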
S-ASM inh – human S-ASM enzyme inhibition. hit rate 0.006% among 340,000. AID 504937. placental ASM, HMU-PC fluorogenic substrate, 60 min. P17405. Potency, µM (series often up to 57.5 µM), for the others: at the top dose activity change, negative = inhibition, actives largely listed as inhibitors; also: potency is read from the fitted curve at half-maximal effect
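Human placenta-derived ASM enzyme was preincubated with compound for 10 minutes at room temperature, then given fluorogenic substrate HMU-PC0 (9 uM final) for 60 minutes at 37 °C; a pH 10 stop preceded fluorescence reading at Ex 386/Em 447 nm.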
TRPV1 ag – agonists of human vanilloid receptor 1 (TRPV1) | TRPV1-expressing cells, Fluo-8 calcium influx, agonist mode | activation, % at 8.33 µM | hit rate 0.19% among 320,000; in the data active = activation above about 80%; inconclusive = between about 30% and that limit; also: 0% is about no effect
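TRPV1-expressing cells were cultured overnight at 35.5C and loaded with Fluo-8 calcium dye for 40 to 90 min at room temperature. After a 10 s baseline, compound was added and calcium influx was read kinetically for 3 min (ex 480/em 520 nm).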
MLL CXXC-DNA inh – blocks binding of human MLL CXXC domain to DNA; MLL-CXXC / FITC-HOXA9 DNA fluorescence polarization; Q03164; hit rate 0.037% among 290,000; Potency, µM (titrated, usually from 115 µM), inactives show at the top dose activity change, negative = inhibition, actives largely listed as inhibitors; active = well fitted inhibition curve with a large enough effect in the polarisation, with a control signal flat, not every such curve was filed as active; inconclusive = small, poorly fitted or top-dose-only effect, or effect the other way, or a change in a side signal; inactive = no such curve, though single readings can be large or run the other way; the % refers to the polarisation; also: potency is read from the fitted curve at half-maximal effect
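Steps: dispense CXXC domain solution (7 uM) → pin compounds or unlabeled HOX-A9 DNA control → 5 min ambient → add FLSN-HOX-A9 solution (50 nM) → spin → 30 min ambient → fluorescence polarization. Tris pH 7.5/NaCl/DTT/BSA buffer.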
a7 integrin act – integrin-mediated muscular dystrophy alleviation activation | alpha7betagal myoblasts, beta-gal FDG fluorescence, 48 h | Potency, µM (series often up to 38.3 µM), for inactives: top-dose activation, most hits filed as activators | hit rate 0.064% among 350,000;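 also: potency is read from the fitted curve at half-maximal effect; 100% = response of the positive control SU9516; nearly all actives have a fitted effect of over 60% in size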
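alpha7betagal+/- myoblasts (passage 13, 250/well) treated 48 h at 37C with compounds at 1:260 dilution of DMSO stock. Lysed, then beta-galactosidase activity read as FDG fluorescence (ex 480/em 540) after 30 min, with pre-read for autofluorescence.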
MBNL1-CUG inh – MBNL1-poly(CUG) RNA binding inhibition. AID 2675. Potency, µM (series often up to 57.5 µM), for the others: at the highest dose activity change, negative = inhibition, usual class: inhibitors. hit rate 0.036% among 280,000. TR-FRET MBNL1-His/biotin-(CUG)12 binding, 665/545 ratio; active = well fitted inhibition curve with a large enough effect in the signal ratio, with a control signal flat, not every such curve was filed as active; inconclusive = small, poorly fitted or top-dose-only effect, or effect the other way, or a change in a side signal; inactive = no such curve, though single readings can be large or run the other way; the % refers to the signal ratio; also: potency is read from the fitted curve at half-maximal effect; % is scaled to controls: 0 for no effect and ±100 for the full control effect
Target sequence (Q9NR56 whole entry, looked up): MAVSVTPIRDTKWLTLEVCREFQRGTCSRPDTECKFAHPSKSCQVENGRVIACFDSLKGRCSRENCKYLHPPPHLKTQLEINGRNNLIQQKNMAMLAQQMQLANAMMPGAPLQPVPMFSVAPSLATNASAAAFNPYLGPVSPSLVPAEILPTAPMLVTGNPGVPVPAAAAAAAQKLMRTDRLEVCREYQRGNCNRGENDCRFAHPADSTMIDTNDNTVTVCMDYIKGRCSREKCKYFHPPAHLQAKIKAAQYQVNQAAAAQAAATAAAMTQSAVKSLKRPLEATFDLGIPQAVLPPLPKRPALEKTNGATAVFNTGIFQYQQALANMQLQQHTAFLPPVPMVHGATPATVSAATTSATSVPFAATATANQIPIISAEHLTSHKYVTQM
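TR-FRET readout: Ex 340 nm, 665/545 nm emission ratio, normalized to buffer-only (basal) and MBNL1-(CUG)12 controls. Complex of MBNL1-His with Biotin-(CUG)12, compounds 92 nM–58 uM, incubated 60 min at room temperature.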
GALK inh – inhibitors of human galactokinase; P51570; Purified GALK, Kinase-Glo residual ATP luminescence; Potency, µM (highest dose often 57.5 µM), without a hit: at the highest dose activity change, negative = inhibition, actives largely listed as inhibitors; hit rate 0.007% among 270,000; AID 1868; also: potency is read from the fitted curve at half-maximal effect; % is scaled to controls: 0 for no effect and ±100 for the full control effect
Target sequence (P51570 whole entry, looked up): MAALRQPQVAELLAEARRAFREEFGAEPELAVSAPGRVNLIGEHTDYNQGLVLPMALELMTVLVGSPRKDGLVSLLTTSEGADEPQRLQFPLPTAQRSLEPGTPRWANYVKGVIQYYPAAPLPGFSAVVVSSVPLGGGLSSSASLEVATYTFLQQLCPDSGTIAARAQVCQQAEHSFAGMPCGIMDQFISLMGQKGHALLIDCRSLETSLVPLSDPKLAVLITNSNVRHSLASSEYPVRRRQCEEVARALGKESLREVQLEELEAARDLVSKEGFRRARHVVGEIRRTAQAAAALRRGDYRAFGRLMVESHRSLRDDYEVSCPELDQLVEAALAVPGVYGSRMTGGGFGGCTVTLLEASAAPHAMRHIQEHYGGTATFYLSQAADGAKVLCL
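Kinase-Glo Plus luminescence measured ATP left after a 1 h room-temperature reaction. The reaction used 5 nM GALK, 100 uM galactose and 35 uM ATP at pH 8.0 (20 mM HEPES, 5 mM MgCl2, 60 mM NaCl, 1 mM DTT, 0.01% BSA).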
A-T KAP1 phos – potential ataxia-telangiectasia treatment; […] A-T fibroblasts, KAP-1 phosphorylation AlphaLISA; neocarzinostatin DNA damage 30 min before lysis; Potency, µM (series often up to 57.5 µM), for the others: at the highest dose activation, actives largely listed as activators; hit rate 0.19% among 320,000; also: potency is read from the fitted curve at half-maximal effect; % of control where 0% means no effect; nearly all actives have a fitted effect of over 45% in size
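hTERT-immortalized A-T patient fibroblasts ([…]), 500 cells/well in OPTI-MEM, 1% FBS, got compounds for 60 min, then NCS for 30 min at 37C. Lysates were then assayed for phospho-KAP-1 by AlphaLISA (anti-pKAP1 donor, anti-KAP1 acceptor beads), 6 hr at 25C.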
FBPA coupling cs – counter-screen for Giardia aldolase inhibitors: coupling enzyme system; activity change, negative = inhibition, % at 58.2 µM, hits read low; AID 2472; hit rate 0.67% among 290,000; coupling enzyme system counterscreen, AmpLite Red fluorescence; in the data active = activity change below about -30%; also: % is scaled to controls: 0 for no effect and ±100 for the full control effect
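Counterscreen lacking aldolase: glyceraldehyde-3-phosphate coupling-enzyme reagent preincubated 10 min at RT with compound (at 57.5 uM final), then substrate/coupling system with AmpLite Red added; fluorescence read at 525/598 nm after 20 min RT.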
KCNH2 3.1 inh – inhibitors of human KCNH2 3.1 potassium channel isoform | AID 720553 | activity change, % (tested at about 1.8 µM) | U2OS KCNH2 3.1, thallium flux FluxOr; stronger effect = lower value | hit rate 0.95% among 340,000;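 active = maximum activity change below -70%; inconclusive = maximum activity change from -70% to -50%; inactive = maximum activity change above -50%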;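 also: thallium influx rate constant from kinetic fluorescence after stimulation buffer; % is scaled to controls: 0 for no effect and ±100 for the full control effect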
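Thallium flux via FluxOr fluorescence (Red40 quencher, 45 min loading) in U2OS cells virally expressing the KCNH2 3.1 isoform (1.77 x 10^8 /mL virus, overnight at 37 C). Rate constants from 2-min kinetic reads post-stimulation, normalised to positive and negative controls.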
Active calls of the source: *; ? = inconclusive; . = no result given; [ ] = dose if it differs, or a comment. Unless noted, calls follow the shape of the dose curve; as a rule, active = well fitted curve in the direction sought with a large enough effect; inconclusive = small, poorly fitted or top-dose-only effect, or another doubt; inactive = no such curve, though single readings can be large; an effect the other way counts as inactive or inconclusive. Not a hit list (roughly 2% active in at least one column).

SMILES | KCNH2 WT inh | S-ASM inh | TRPV1 ag | MLL CXXC-DNA inh | a7 integrin act | MBNL1-CUG inh | GALK inh | A-T KAP1 phos | FBPA coupling cs | KCNH2 3.1 inh
CC(=O)Nc1ccccc1C(=O)C(=O)NCCc1ccccc1 | 11 | -3% | 3 | -2% | 0% | 3% | 0% | 1% | 2 | 14
Cc1ccc(CNC(=O)C2c3ccccc3C(=O)N(C)C2c2c[nH]c3ccccc23)o1 (configuration not stated) | 8 | -4% | -2 | -2% | -7% | 6% | 0% | . | 0 | 28
COc1ccc(/C=C2\SC(=S)N(CCCC(=O)NNC(=O)c3ccccc3O)C2=O)cc1 | -3 | 22% | 2 | -9% | 17% | -3% | 5% | 13% | 7 | 23
COc1ccc(Cn2c(O)c(C=Nc3ccccc3C(=O)O)c3ccccc3c2=O)cc1 | 0 | 10% | -5 | -5% | -24% | 19% | 2% | -31% | -7 | -7
Cc1ccc(-c2nnn(CC(=O)NCCc3ccc4c(c3)OCO4)n2)o1 | 5 | 3% | -3 | 9% | -5% | ? | 0% | 0% | 0 | 7
CCCc1ccc(C(=O)NNc2ccccc2F)cc1 | 1 | 0% | ? | -3% | -25% | . | 7% | -3% | -1 | 4
Cc1ccc(OC(=O)CCC(=O)NC(C)c2ccccc2)cc1 (configuration not stated) | 0 | 3% | 23 | 4% | 2% | -23% | 2% | 1% | -1 | 5
COc1ccc(S(=O)(=O)NC(C)C(=O)O)cc1 (configuration not stated) | 11 | 5% | 2 | -7% | 15% | -4% | 0% | 4% | 1 | -3
CN(C)/C=C/C(=O)c1cccc([N+](=O)[O-])c1 | -4 | 0% | 2 | -4% | -16% | ? | 7% | -1% | 1 | 12
CCCN=C(N)/C(C(=O)OCC)=C(\O)c1ccc(OC)cc1 | -3 | 1% | 20 | 4% | -17% | -8% | 0% | 2% | -2 | 9
CCC(CO)Oc1cc(NCc2ccc(C(F)(F)F)cc2)c2ncn(C(C)C)c2c1 (configuration not stated) | 7 | 1% | . | . | -26% | . | . | 0% | . | -4
O=C1CN(C(=O)CSc2nc3cc(Cl)ccc3c(=O)n2Cc2ccccc2)c2ccccc2N1 | 1 | -8% | 4 | 16% | -66%[inhibitor] | -11% | 0% | -2% | 2 | -17
CCOC(=O)CSC1=N/C(=C/c2ccc(-n3cncn3)cc2)C(=O)N1C(C)=O | -8 | 106%[activator] | -2 | -5% | 1% | ? | 3% | -13% | 5 | 17
CCc1ccc(Nc2nc(N)nc(CSc3nc4ccccc4s3)n2)cc1 | -8 | . | 16 | 5% | -5% | -6% | -2% | 0% | -5 | 12
O=C(O)c1cc(NCc2ccc(F)cc2)ccc1N1CCOCC1 | 8 | 12% | -2 | 8% | 14% | -9% | -1% | 10% | -4 | 11
COc1ccc(CCNC(=O)/C=C/c2ccc(S(=O)(=O)N3CCOCC3)cc2)cc1 | 12 | -1% | 6 | . | 62% | . | . | 5% | . | 5
Cc1c(C(=O)O)cccc1-c1ccc(/C=N/Nc2ccc(Br)cc2)o1 | -9 | 115%[activator] | -4 | 14% | 25% | 15% | 0% | 19% | -4 | -6
Cc1nnc(NC(=O)c2cccc(NC(=O)C(C)C)c2)s1 | 1 | 0% | -2 | -4% | -5% | -2% | 3% | 10% | 7 | -4
CCOc1ccc(S(=O)(=O)n2nnc3ccccc32)cc1C | 9 | 5% | 2 | -10% | 6% | 4% | -3% | 4% | -3 | -45
CCC(=O)NC(Nc1ccccn1)(C(=O)OC)C(F)(F)F (configuration not stated) | 3 | -1% | -1 | 0% | 14% | -5% | . | -3% | 1 | -9
Cc1ccc(-c2nnc(N)o2)cc1 | -24 | 4% | 3 | 4% | 1% | 3%[11.5 µM] | . | 2% | 1 | 3
CC(=O)c1c(O)cc(C(C)C)n(-c2ccccc2)c1=O | 12 | 7% | 1 | 9% | 0% | -28% | 2% | 15% | -4 | 1
CCn1c2ccccc2c2nnc(SCC(=O)Nc3c(C)n(C)n(-c4ccccc4)c3=O)nc21 | 4 | 0% | -5 | 10% | -6% | ? | -4% | 3% | 1 | 4
COc1ccc(Cn2nnc3c(=O)[nH]c(C4CCN(S(=O)(=O)c5ccc(C)cc5)CC4)nc32)cc1 | 8 | 13% | 0 | 3% | -4% | -7% | -2% | 4% | . | -8

Random excerpt: five compounds from above.
SMILES | KCNH2 WT inh | S-ASM inh | TRPV1 ag | MLL CXXC-DNA inh | a7 integrin act | MBNL1-CUG inh | GALK inh | A-T KAP1 phos | FBPA coupling cs | KCNH2 3.1 inh
CC(=O)c1c(O)cc(C(C)C)n(-c2ccccc2)c1=O | 12 | 7% | 1 | 9% | 0% | -28% | 2% | 15% | -4 | 1
CCc1ccc(Nc2nc(N)nc(CSc3nc4ccccc4s3)n2)cc1 | -8 | . | 16 | 5% | -5% | -6% | -2% | 0% | -5 | 12
Cc1c(C(=O)O)cccc1-c1ccc(/C=N/Nc2ccc(Br)cc2)o1 | -9 | 115%[activator] | -4 | 14% | 25% | 15% | 0% | 19% | -4 | -6
COc1ccc(Cn2nnc3c(=O)[nH]c(C4CCN(S(=O)(=O)c5ccc(C)cc5)CC4)nc32)cc1 | 8 | 13% | 0 | 3% | -4% | -7% | -2% | 4% | . | -8
Cc1ccc(-c2nnc(N)o2)cc1 | -24 | 4% | 3 | 4% | 1% | 3%[11.5 µM] | . | 2% | 1 | 3

New compounds follow.
SMILES | KCNH2 WT inh | S-ASM inh | TRPV1 ag | MLL CXXC-DNA inh | a7 integrin act | MBNL1-CUG inh | GALK inh | A-T KAP1 phos | FBPA coupling cs | KCNH2 3.1 inh
COc1ccccc1CNC(=O)/C(C#N)=C/c1ccc(OC)c(OC)c1OC | -35 | 4% | 2 | -24% | 0% | -2% | 1% | 32% | 3 | -6
CC(=O)c1c(C)[nH]c(C(=O)N2CCc3ccccc32)c1C | 0 | 2% | -1 | 1% | 8% | 14% | 1% | 0% | 1 | 0
C/C(=N\Nc1ncc(Br)cn1)c1cccc([N+](=O)[O-])c1 | 16 | -2% | 1 | 1% | -12% | ? | 5% | -1% | -2 | 13
CN(Cc1cccc(F)c1)C(=O)C(c1ccccc1)c1ccccc1 | -11 | -2% | 12 | 10% | -29% | 2% | -3% | 9% | 0 | 2
COCCn1ccc(O)c(Cc2ccccc2)c1=O | 0 | -2% | -1 | 0% | 15% | -7% | 2% | 9% | 0 | 11
COC(=O)N/N=C/C1=CCC2CC1C2(C)C (configuration not stated) | -3 | 5% | -1 | 1% | -24% | 20% | 0% | 3% | 1 | -15
COc1ccccc1-c1nc(SCC(=O)O)n[nH]1 | 1 | 2% | 0 | -8% | 5% | 2% | 0% | -6% | 1 | -4
COC(=O)c1cc(S(=O)(=O)NCC2CCN(Cc3ccc(C)cc3)CC2)cn1C | 24 | 0% | 4 | -5% | 6% | -5% | -1% | -15% | . | -3
CCOC(=O)C1(Cc2cccc(Cl)c2)CCCN(C(=O)c2ccoc2C)C1 (configuration not stated) | 3 | 3% | 17 | -13% | -32% | -5% | -1% | -9% | . | -1
Cc1ccc(CN2C3CCCC2CC(NC(=O)c2ccc(C)cc2)C3)cc1 (configuration not stated) | . | -1% | 0 | 17% | 0% | -1% | -2% | -5% | 1 | ?
COc1ccccc1CNC(=O)COC(=O)c1ccc(C)c(S(=O)(=O)N2CCOCC2)c1 | 1 | 0% | -2 | . | 1% | . | . | 10% | . | 6
CN1CC[C@@H]2C(=O)N3CCc4ccc(Br)cc4[C@@H]3C[C@@H]21 | -2 | 17% | . | . | 0% | . | . | . | . | -8

Complete entries as entered above:
Record of COc1ccccc1CNC(=O)/C(C#N)=C/c1ccc(OC)c(OC)c1OC = KCNH2 WT inh: -35; S-ASM inh: 4%; TRPV1 ag: 2; MLL CXXC-DNA inh: -24%; a7 integrin act: 0%; MBNL1-CUG inh: -2%; GALK inh: 1%; A-T KAP1 phos: 32%; FBPA coupling cs: 3; KCNH2 3.1 inh: -6
Record of CN(Cc1cccc(F)c1)C(=O)C(c1ccccc1)c1ccccc1 = KCNH2 WT inh: -11; S-ASM inh: -2%; TRPV1 ag: 12; MLL CXXC-DNA inh: 10%; a7 integrin act: -29%; MBNL1-CUG inh: 2%; GALK inh: -3%; A-T KAP1 phos: 9%; FBPA coupling cs: 0; KCNH2 3.1 inh: 2
